SMARCA2 act – SMARCA2 (BRM) function activators, primary screen, cell-based, luminescence, high throughput. MG213 cells, MMTV-luciferase reporter, dexamethasone, overnight. activation, % at 9.1 µM. 370,000 compounds, 1% hits. AID 652017, 2013; in the data active means activation above about 7.8%;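 further: 0% = vehicle wells and 100% = reference activator wells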
DAX1 inh-1 – DAX1 (NR0B1) inhibitors on StAR promoter, primary screen, cell-based, luminescence, SF-1 (NR5A1), full-length DAX-1; HEK293T StAR-luciferase reporter, SF-1/DAX-1 repression relief; inhibition, % at 6.8 µM; 370,000 compounds, 1.1% hits; AID 652010, 2013;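 active means inhibition above the mean over all tested compounds plus 3 SD, cut at about 3.6% in these data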;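 further: 0% = DAX-1 cells with DMSO and 100% = cells lacking DAX-1 with DMSO; higher inhibition means more luminescence from relief of DAX-1 repression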
sPLA2-III inh – human group III sPLA2 inhibitors, primary screen, biochemical, QFRET, BODIPY PC-A2 liposome substrate; Group 3 secretory phospholipase A2 (Homo sapiens), Q9NZ20; 370,000 compounds, 0.56% hits; QFRET BODIPY PC-A2 liposome hydrolysis, fluorescence; inhibition, % at 12.2 µM;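 active means inhibition above mean plus 3 SD of compounds lying within the high and low control bounds, cut at about 19% in these data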;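 further: 0% = median of test compound wells and 100% = no enzyme DMSO wells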
Target sequence (Q9NZ20 whole entry, looked up): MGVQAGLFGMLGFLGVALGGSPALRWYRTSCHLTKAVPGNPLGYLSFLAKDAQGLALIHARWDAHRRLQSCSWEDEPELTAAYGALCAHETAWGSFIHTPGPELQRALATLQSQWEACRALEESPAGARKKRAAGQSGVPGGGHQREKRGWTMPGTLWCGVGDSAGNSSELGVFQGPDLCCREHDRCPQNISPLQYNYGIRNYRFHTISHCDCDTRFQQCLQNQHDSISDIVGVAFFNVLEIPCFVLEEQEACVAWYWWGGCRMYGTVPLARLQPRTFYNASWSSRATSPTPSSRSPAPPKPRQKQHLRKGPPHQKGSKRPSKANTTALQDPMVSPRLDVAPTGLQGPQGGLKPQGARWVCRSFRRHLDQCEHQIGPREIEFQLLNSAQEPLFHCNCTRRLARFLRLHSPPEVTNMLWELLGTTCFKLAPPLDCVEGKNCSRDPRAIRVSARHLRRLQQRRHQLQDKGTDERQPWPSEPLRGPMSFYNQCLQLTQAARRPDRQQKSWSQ
NR1D1 modulator – modulators of Rev-erb alpha DNA binding, primary screen, biochemical, FITC-DNA, fluorescence polarization, uHTS. Rev-erbα–FITC-DNA binding, 90 min. 370,000 compounds, 0.79% hits. Nuclear receptor subfamily 1 group D member 1 (Homo sapiens), P20393. activity, % at 10 µM;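 active means activity above about 14%, limit read from the data; passing the limit was not always enough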;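 further: 0% = DMSO wells with 35 nM protein and 100% = DMSO wells with 750 nM protein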
PLCb3 inh – human PLC-beta3 inhibitors, primary screen, biochemical, fluorescence | Purified PLC-beta3, fluorogenic substrate | inhibition, % at 12.2 µM | 1-phosphatidylinositol 4,5-bisphosphate phosphodiesterase beta-3 (Homo sapiens), Q01970 | 370,000 compounds, 0.18% hits; in the data active means inhibition above about 11%;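 further: 0% = median of compound wells on plate and 100% = full blocker control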
hcDAF-12 act – H. contortus DAF-12 nuclear receptor activators, primary screen, cell-based, luminescence, HEK293, lit1-tk-luc reporter; 370,000 compounds, 1.4% hits; AID 652067, 2013; activation, % at 6.8 µM; HEK293 hcDAF-12 lit1-tk-luc reporter; 0% DMSO, 100% Δ7-dafachronic acid;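 active means activation above the mean of all tested compounds plus 3 SD, cut at about 5.5% in these data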;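 further: 100% = response to 3 µM Δ7-dafachronic acid high control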
PG9 Ab binder – binders of HIV-1 gp120 antibody PG9, primary screen, biochemical, TR-FRET. HIV-1 gp120 / PG9 antibody interaction. TR-FRET gp120-PG9 antibody binding. inhibition, % at 6.7 µM. 360,000 compounds, 0.43% hits. AID 624416, 2012; in the data active means inhibition above about 8.5%
ssDAF12 agonist – S. stercoralis DAF-12 nuclear receptor activators, primary screen, cell-based, luminescence, HEK293, GRIP1 co-expression, lit1-tk-luc. Nuclear hormone receptor DAF-12 (Strongyloides stercoralis). HEK293 ssDAF-12/GRIP1 lit1-tk-luc reporter; % of 3 µM dafachronic acid response. activation, % at 6.8 µM. 370,000 compounds, 1% hits;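 active means activation above the mean over all tested compounds plus 3 SD, cut at about 0.9% in these data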;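 further: 0% = DMSO-only wells and 100% = 3 µM delta7-dafachronic acid wells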
GAA850 FXN act – FXN promoter activators, primary screen, cell-based, luciferase luminescence, HEK293 lucGAA850; HEK293 lucGAA850 FXN promoter luciferase reporter, 24 h; percent of 10 µM SAHA response; activation, % at 6 µM; 360,000 compounds, 0.56% hits; AID 540364, 2011;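 active means activation above the average of all compounds screened plus 3 SD, cutoff fixed separately per campaign, cut at about 7.5% in these data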;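 further: 0% = DMSO wells and 100% = 10 µM SAHA wells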
DAX1 inh-2 – DAX1 (NR0B1) inhibitors, primary screen, cell-based, HEK293, Gal4-DAX1, luciferase luminescence; Nuclear receptor subfamily 0 group B member 1 (Homo sapiens), P51843; HEK293 Gal4-DAX1 luciferase reporter; inhibition, % at 6.75 µM; 340,000 compounds, 0.99% hits; AID 504766, 2011;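 active means inhibition above the mean over all tested compounds plus 3 SD, cut at about 4.2% in these data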;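 further: 0% = DAX1-transfected cells with DMSO and 100% = empty-vector control cells with DMSO; inhibition shows as a rise in luminescence from relieved DAX1 repression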
Target sequence (P51843 207-470 limits assumed): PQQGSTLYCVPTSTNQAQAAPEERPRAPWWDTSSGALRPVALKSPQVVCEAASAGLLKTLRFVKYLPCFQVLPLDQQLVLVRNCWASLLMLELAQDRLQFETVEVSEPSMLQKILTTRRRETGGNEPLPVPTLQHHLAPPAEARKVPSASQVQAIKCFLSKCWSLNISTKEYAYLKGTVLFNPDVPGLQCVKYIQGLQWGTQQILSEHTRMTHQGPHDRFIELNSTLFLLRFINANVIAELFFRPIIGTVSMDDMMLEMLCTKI
hgDAF-12 ag – H. glycines DAF-12 receptor agonists, primary screen, cell-based, luminescence, HEK293, GAL4 fusion, UAS-luciferase; AID 687014, 2013; activation, % at 6.8 µM; Nuclear hormone receptor DAF-12 (Heterodera glycines), GAL4 fusion; HEK293 GAL4-hgDAF12 UAS-luciferase reporter, agonist luminescence; normalized to butyrate control; 370,000 compounds, 1.8% hits;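 active means activation above a cutoff set at the mean of all screened compounds plus 3 SD, cut at about 10% in these data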;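 further: 0% = DMSO wells and 100% = sodium butyrate wells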
The depositor's hits bear a star; . = no result given.

Results follow in this order: SMARCA2 act | DAX1 inh-1 | sPLA2-III inh | NR1D1 modulator | PLCb3 inh | hcDAF-12 act | PG9 Ab binder | ssDAF12 agonist | GAA850 FXN act | DAX1 inh-2 | hgDAF-12 ag
CCOC(=O)C1CCN(S(=O)(=O)c2ccc3c(c2)NC(=O)CS3)CC1
    2 | -0.4 | -3 | 2 | -3 | -0.3 | -2.8 | -1.2 | 1.2 | -0.4 | -1.4
CSc1ncnc2c1ncn2CCCNC1CCN(Cc2ccccc2)CC1
    -3 | 0.9 | 14 | -4 | -3 | -0.5 | 0.4 | -1.0 | -0.5 | 2.2 | -2.7
O=C(CSC(=S)N1CCCC1)NCC(=O)Nc1ccccc1Br
    0 | -1.6 | -2 | -3 | -3 | -0.5 | -0.7 | -1.5 | 1.4 | 0.2 | -0.7
Cn1nc(C(=O)Nc2ccc(S(=O)(=O)NCc3ccco3)cc2)c2ccccc2c1=O
    -4 | 0.6 | 1 | 0 | -8 | -0.1 | -0.6 | -1.1 | . | . | 2.2
CCCC(c1nnnn1C1CCCCC1)N1CCN(c2ncccn2)CC1 (stereo unspecified)
    -2 | 0.5 | -5 | 5 | -3 | -2.0 | -0.6 | -0.7 | -2.8 | 0.8 | -0.7
CCOC(=O)C1(C)CCCN(C(=O)c2ccc(F)cc2Cl)C1 (stereo unspecified)
    -2 | -0.6 | 0 | -5 | 1 | -1.7 | 0.6 | -0.9 | -2.6 | . | 1.1
COC(=O)/C(=C\Nc1ccc(Cl)cc1Cl)NC(=O)c1ccccc1
    0 | 0.1 | -61 | -1 | -2 | -2.0 | -0.8 | -1.0 | 4.2 | -0.8 | 1.4
Cc1ccc(C23CC4CC(CC(NC(=O)NC(C)(C)CO)(C4)C2)C3)cc1
    -1 | -0.5 | -9 | -5 | -1 | -1.5 | 1.9 | -1.6 | 3.4 | -1.1 | 0.2
COC(=O)C1(C)NC(c2ccccc2C)C2C(=O)N(c3ccccc3)C(=O)C21 (stereo unspecified)
    2 | 0.1 | 0 | 2 | -3 | 0.2 | 0.9 | -0.9 | -0.7 | 1.9 | -1.8
CCOC(=O)c1cc2ccc(OC)cc2oc1=O
    3 | 0.1 | 10 | 3 | -274 | 0.5 | 3.1 | -0.8 | 4.6 | 1.3 | 2.7
COc1cc(/C=C2\SC(=S)N(CCC(=O)NC3CCCC3)C2=O)cc(OC)c1OC
    -2 | 0.2 | 2 | -2 | -10 | -1.1 | 1.3 | -0.6 | -4.8 | 1.7 | 3.4
COc1ccc(C2CC(=O)c3sc(NC(C)=O)nc3C2)cc1 (stereo unspecified)
    -5 | -0.2 | -9 | -1 | -1 | 2.8 | 1.9 | -1.2 | -2.6 | 1.1 | -3.0
COc1cccc2cc3c(=O)oc4ccccc4c3nc12
    3 | 0.6 | 6 | 0 | -167 | 1.2 | -0.2 | -0.2 | 3.5 | 0.1 | 0.7
Cc1ccc2c(c1)N(CC(=O)N1CCN(c3nc4ccccc4s3)CC1)C(=O)C(C)O2 (stereo unspecified)
    1 | -1.4 | -13 | -2 | 0 | -2.0 | -0.4 | -1.9 | -0.3 | -1.1 | -0.1
CC(C)NC(=O)NC(=O)CN1c2cccc3cccc(c23)S1(=O)=O
    -3 | -0.3 | -2 | -2 | -177 | 4.1 | -1.2 | 0.6 | 0.9 | 2.4 | 1.0

Brought forward from above: 3 entries, then new ones.
Results follow in this order: SMARCA2 act | DAX1 inh-1 | sPLA2-III inh | NR1D1 modulator | PLCb3 inh | hcDAF-12 act | PG9 Ab binder | ssDAF12 agonist | GAA850 FXN act | DAX1 inh-2 | hgDAF-12 ag
COc1cccc2cc3c(=O)oc4ccccc4c3nc12
    3 | 0.6 | 6 | 0 | -167 | 1.2 | -0.2 | -0.2 | 3.5 | 0.1 | 0.7
Cc1ccc2c(c1)N(CC(=O)N1CCN(c3nc4ccccc4s3)CC1)C(=O)C(C)O2 (stereo unspecified)
    1 | -1.4 | -13 | -2 | 0 | -2.0 | -0.4 | -1.9 | -0.3 | -1.1 | -0.1
CC(C)NC(=O)NC(=O)CN1c2cccc3cccc(c23)S1(=O)=O
    -3 | -0.3 | -2 | -2 | -177 | 4.1 | -1.2 | 0.6 | 0.9 | 2.4 | 1.0
CC(C)C(NC(=O)c1ccc(C(C)(C)C)cc1)C(=O)Nc1ccc(N2CCOCC2)cc1 (stereo unspecified)
    -1 | -1.7 | 10 | 2 | -10 | -0.6 | 0.7 | -1.5 | 0.4 | -0.1 | 0.9
Cn1cc(CN2CCCC(CNC(=O)c3ccc4c(c3)OCO4)C2)c2ccccc21 (stereo unspecified)
    1 | -0.3 | -1 | -4 | 0 | 0.7 | -0.5 | -1.1 | 11* | 0.7 | 2.8
Cc1cccc(OC(C)C(=O)Nc2ccc(S(=O)(=O)N3CCCC3)cc2)c1 (stereo unspecified)
    -2 | -1.7 | -20 | 0 | -7 | -0.7 | 0.2 | -1.0 | -2.1 | -0.4 | -1.6
COc1cccc(NC(=O)CN(C)C(=O)c2c(-c3ccccc3)noc2C)c1
    0 | -1.7 | -10 | -5 | -7 | -2.8 | -1.5 | -0.9 | -0.7 | -0.4 | 0.7
O=C(Nc1ccc(F)c(Cl)c1)c1cc(-c2ccco2)on1
    -1 | -0.2 | 6 | 1 | -2 | 1.2 | -0.4 | -0.6 | 3.5 | -0.5 | -0.2
CCn1c(SCC(=O)O)nnc1-c1ccc2[nH]c(C)c(C)c2c1
    -3 | -0.1 | -4 | -4 | -10 | -1.9 | -2.0 | -0.9 | 1.1 | 0.6 | -2.1
COc1cccc(NC(=O)N2CCN(S(C)(=O)=O)CC2)c1
    -4 | 0.6 | 9 | -3 | 1 | -1.4 | 0.9 | -1.6 | -1.2 | -0.1 | -0.2
CCCOC(=O)Nc1ccc(C(N)=O)cc1
    2 | 0.4 | -4 | -1 | 1 | 0.0 | -1.3 | -0.4 | 3.3 | 0.5 | 0.1
CC(C)NC(=O)c1ccc2c(=O)n(C3CCCC3)c(=S)[nH]c2c1
    -2 | 0.2 | 3 | 8 | 3 | -1.4 | 1.2 | -1.5 | -1.7 | -0.8 | -1.8
CC(=O)c1cc2c(cc1NC(=O)CN1CCCCCC1)OCO2
    -3 | -0.4 | -3 | -3 | -36 | -2.1 | 1.4 | -2.1 | -1.8 | -0.1 | -0.4
CCc1nc2cc(Cl)c(Cl)cc2[nH]1
    1 | -0.9 | 4 | 2 | -3 | -0.9 | 1.9 | -2.1 | 1.2 | -0.8 | 0.3
COc1ccc(NC(=O)C[C@H]2C(=O)N(Cc3ccccc3)C[C@@H]2CSC)cc1
    0 | -1.6 | 1 | 0 | 3 | 0.1 | 0.9 | -1.1 | -0.7 | -0.1 | -0.5
CC(=O)c1ccc(NC(=O)CSc2ccsc2[N+](=O)[O-])cc1
    4 | -0.5 | -5 | -22 | -5 | 1.3 | -2.2 | -0.6 | 2.2 | -0.6 | 4.7
CCc1ccc(CNCc2ccc(F)cc2)cc1
    1 | -0.3 | -3 | 1 | 1 | -2.1 | -2.3 | -0.5 | 1.8 | -1.3 | 0.5
COc1cc2nc(C3CCC3)n(NC(=O)c3ccco3)c(=O)c2cc1OC
    0 | 1.2 | 1 | -7 | -3 | -2.2 | 0.2 | -1.4 | 0.7 | 0.2 | -0.8
CCOc1ccc(NC(=O)CN2CCN(CC(=O)Nc3ccc4c(c3)OCO4)CC2)cc1
    2 | -0.2 | 5 | -1 | 4 | -0.2 | -1.1 | -0.5 | -0.9 | 0.2 | 1.1
NC(=O)C1CCN(c2nc(-c3ccc4c(c3)OCCCO4)cs2)CC1
    . | . | 1 | -4 | 2 | 2.1 | . | 0.2 | . | . | 17*
CCCCCCCc1n[nH]c(=S)n1Cc1ccccc1
    -4 | -0.1 | 16 | -1 | -13 | -1.3 | 0.8 | -1.6 | 1.9 | 0.2 | 1.7
CC(=O)c1ccc(NC(=O)c2cc3ccccc3o2)cc1
    2 | 2.8 | 15 | -4 | -7 | 5.1 | -0.4 | 1.6* | 3.2 | 1.0 | 14*
O=C(NNC(=O)c1ccncc1)Nc1cccc([N+](=O)[O-])c1
    -6 | 1.3 | 4 | 1 | -3 | 0.0 | -0.9 | -1.4 | -1.2 | -0.7 | 1.6
O=c1c2ccccc2nc2n1CCS2(=O)=O
    -4 | -0.1 | 4 | -3 | -3 | -1.9 | 2.0 | -0.8 | 1.1 | . | -0.8
COc1ccc(C(=O)/C=C2\NCCc3cc(OC)c(OC)cc32)cc1OC
    7 | -0.1 | -1 | -2 | -463 | -2.9 | -1.8 | -1.4 | 3.7 | -1.6 | -4.0
Cc1ccc(NC(=O)Cn2nnc(-c3ccc4c(c3)OCO4)n2)cc1F
    0 | -0.2 | -1 | 20 | -5 | 0.3 | -0.7 | -0.7 | -1.1 | 1.4 | -0.1
O=C1c2[nH]nc(-c3ccccc3O)c2C(c2ccccc2)N1Cc1ccco1 (stereo unspecified)
    1 | -1.1 | -20 | . | -6 | -1.8 | 2.9 | -0.7 | 0.8 | 0.5 | -0.1
O=C(C1CCCN(S(=O)(=O)c2ccccc2)C1)N1CCCc2ccccc21 (stereo unspecified)
    -3 | -1.5 | -2 | 6 | -1 | -1.0 | -1.1 | -1.4 | -0.9 | -2.9 | -3.2
Cc1ccc2c(c1)cc(C(=O)N[C@@H](Cc1ccccc1)C(=O)O)n2C
    1 | 0.0 | -10 | -12 | -18 | 3.3 | -0.5 | 0.3 | -0.5 | -0.9 | 2.4
CCOc1ccccc1N1CC(C(=O)N2CCc3ccccc3C2)CC1=O (stereo unspecified)
    -1 | 0.4 | 2 | 1 | 1 | 0.2 | 0.6 | -0.5 | 1.3 | 0.4 | -1.3
CC1(C)CC(=O)C=C(Nc2ccccc2NC(=O)c2ccc(F)cc2F)C1
    -1 | -0.6 | -2 | 3 | -2 | 0.5 | . | -1.3 | . | . | 1.5
CC(=O)c1ccc(O)c(CC=C(C)C)c1
    -1 | -0.3 | 4 | -6 | 5 | -1.4 | 0.9 | -0.8 | -0.2 | -0.5 | -0.8
